Screening data (PubChem)
TGFb SMAD3 inh – blocks TGF-b signaling | HepG2 CAGA-GFP TGF-b/SMAD3 reporter, GFP fluorescence, 18 h; TGF-beta stimulated, 500 pg/mL final | Potency, µM (series often up to 46.1 µM), inactives show at the highest dose activity, negative = inhibition, usual class: inhibitors | hit rate 1.2% among 410,000; note: potency is the fitted concentration of half-maximal effect; % is set by controls: 0 for no effect and ±100 for the full control effect; nearly all actives have a fitted effect of over 65% in size
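HEPG2 CAGA-GFP reporter cells (1000/well, DMEM with 1% FBS) received compounds, then recombinant TGF-beta at 500 pg/mL final for 18 hours at 37 degrees C. Per-cell GFP summed per well was normalised to unstimulated and stimulated DMSO controls before curve fitting.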
Nrf2 activator – Nrf2 pathway activation; hit rate 0.31% among 410,000; AREc32 ARE-luciferase reporter (MCF7-derived line), luminescence, 24 h; Potency, µM (titrated, usually from 46.1 µM), for inactives: at the highest dose activation, hits mostly activators; note: potency is the fitted concentration of half-maximal effect; % of control where 0% means no effect; nearly all actives have a fitted effect of over 65% in size
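AREc32 cells carrying an ARE-driven firefly luciferase, 1000 cells/well in OPTI-MEM with 5% FBS, dosed after overnight attachment and incubated 24 hr at 37 deg C. Steady-Glo luminescence read after 30 min at RT.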
Nrf2 block – Nrf2 pathway inhibition; A549 ARE-Fluc reporter, luciferase luminescence, 18-24 h; Potency, µM (top dose mostly 46 µM), for the others: at the highest dose activity change, negative = inhibition, usual class: inhibitors; hit rate 2.1% among 360,000; AID 504444; note: potency is the fitted concentration of half-maximal effect; % is set by controls: 0 for no effect and ±100 for the full control effect; nearly all actives have a fitted effect of over 60% in size
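Quantitative HTS in A549 cells stably bearing an antioxidant response element-firefly luciferase construct. Inhibition of Nrf2-driven transcription was scored by luminescence after 18-24 h of compound exposure at 37 °C.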
CCT chaperon mod – modulators of cytosolic chaperonin (CCT/TRiC) activity; purified chaperonin ATPase assay, HTRF ADP detection, 30 min; activity change, % (no concentration beside the values), hits read low; hit rate 0.3% among 360,000; AID 651819; in the data active = activity change below about -30%; note: % is set by controls: 0 for no effect and ±100 for the full control effect
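Nucleotide hydrolysis assay: TRiC at 20–40 nM final (set by batch activity) with 10 uM ATP, 30 min at 37 °C, in presence of 76 uM compound. Detection by competitive ADP HTRF, 30 min ambient.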
Abeta yeast res – A-beta toxicity reversal in yeast; yeast expressing A-beta42, growth rescue, OD600, 48 h; response scale: 0% DMSO, 100% iron-clioquinol control; Potency, µM (titrated, usually from 46.1 µM), for the others: at the highest dose growth rescue, hits mostly activators; hit rate 0.063% among 410,000; note: potency is the fitted concentration of half-maximal effect; nearly all actives have a fitted effect of over 55% in size
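Yeast A-beta toxicity model in growth medium with pinned compounds, 48 h at 30 C; growth read as absorbance at 600 nm. Normalized to FeCl3/clioquinol equimolar mix (positive) and DMSO (negative).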
Akt phos inh – inhibitors of Akt phosphorylation; Neuro2A IGF-stimulated pAkt S473 HTRF, 20 min; stronger effect = lower value; activity change, % for hits at 50 µM; hit rate 0.32% among 360,000; in the data active = activity change below about -80%; inconclusive = mostly about -51% to -80%; note: % is set by controls: 0 for no effect and ±100 for the full control effect
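Neuro2A cells in DMEM with 0.5% FBS, overnight at 37 deg C, given compound at single 50 µM final, then IGF (6 nM final) for 20 min at 37 deg C. Lysed; phospho-Akt Ser473 by HTRF after 24 h, 665/615 ratio.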
HepG2 tox – counter-screen for TGF-b inhibitors: cytotoxicity in HepG2 cells | HepG2 CAGA-GFP viability, ATP luminescence, 18 h | Potency, µM (highest dose often 46.1 µM), for inactives: at the top dose activity change, negative = cytotoxicity, most hits filed as cytotoxic | hit rate 0.76% among 410,000 | AID 588856; note: potency is the fitted concentration of half-maximal effect; some results filed as inactive show a strong effect at the top dose
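HepG2 CAGA-GFP cells (1000/well, DMEM with 1% FBS) received compound, then TGF-beta at 500 pg/mL final, and were incubated 18 hours at 37 degrees C. Viability was read by CellTiter-Glo luminescence. Media-only wells were set as complete cell-killing and DMSO as no toxicity.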
MmCpn inh – blocks the Methanococcus maripaludis chaperonin Mm-Cpn; hit rate 0.031% among 330,000; Potency, µM (top dose mostly 76.9 µM), inactives show top-dose activity, negative = inhibition, usual class: inhibitors; purified Mm-Cpn ATPase, ADP Transcreener TR-FRET; note: potency is the fitted concentration of half-maximal effect; % is set by controls: 0 for no effect and ±100 for the full control effect; nearly all actives have a fitted effect of over 80% in size
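Purified archaeal chaperonin (25 nM final) was preincubated with compound for 10 min at 37°C, then ATP (10 uM final) was added for 30 min at 37°C in Tris pH 7.4/KCl/MgCl2/DTT buffer. ADP was quantified by HTRF Transcreener TR-FRET.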
A549 viability – kills or reduces viability of A549 cells in Nrf2 counter-screen; hit rate 0.16% among 390,000; A549 ARE-Fluc cells, CellTiter-Fluor viability, 18-24 h; Potency, µM (series often up to 46 µM), for inactives: top-dose activity change, negative = cytotoxicity, most hits filed as inhibitors; note: potency is the fitted concentration of half-maximal effect; % is set by controls: 0 for no effect and ±100 for the full control effect
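Cytotoxicity counterscreen: CellTiter-Fluor fluorescence was measured in A549 ARE_Fluc cells after 18-24 h of compound exposure in a concentration series. The subsequent BugLite luminescent read reports ARE-luciferase activity.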
The depositor's hits bear a star; i = inactive; ? = inconclusive; / = no result given; & = joins results of further samples; [ ] = dose if it differs, or a comment. Unless noted, calls come from the whole dose curve; as a rule, active = well fitted curve in the direction sought with a large enough effect; inconclusive = small, poorly fitted or top-dose-only effect, or another doubt; inactive = no such curve, though single readings can be large; an effect the other way counts as inactive or inconclusive. Random draw from the library, and some 4.3% of all compounds hit somewhere here.

SMILES	TGFb SMAD3 inh	Nrf2 activator	Nrf2 block	CCT chaperon mod	Abeta yeast res	Akt phos inh	HepG2 tox	MmCpn inh	A549 viability
O=S(=O)(c1ccccc1)N1CCN(C/C=C/c2ccccc2)CC1	0%	0.3%	8%	1.0	5%	i	-8%	1%	-2%
COc1ccc(OC)c(N=CC2=C(O)CC(C)(C)CC2=O)c1	-22%	-0.1%	7%	-4.4	-14%	i	-26%	-1%	-2%
COc1ccc(-c2nnc(Nc3ccc(OC)c(C(=O)N4CCCCC4)c3)c3ccccc23)cc1	?	0.2%	-17%	-2.5	-1%	i	-8%	-3%	?
COc1ccccc1C(C)N(C)Cc1nc(COc2ccccc2)no1 (stereo unspecified)	-1%	0.5%	1%	-0.2	-21%	i	0%	-1%	5%
Cc1cc(C)nc(N(C#N)Cc2ccc([N+](=O)[O-])cc2)n1	-1%	-0.4%	-8%	0.3	2%	i	-2%	0%	-5%
COc1ccc(N(C)C(=O)c2cc(S(=O)(=O)N3CCc4ccccc43)cn2C)c(OC)c1	/	0.2%	18µM*	/	-4%	/	-7%	/	?
O=C(NC1CCCC1)c1cc2nc(-c3ccccc3)cc(-c3ccccc3)n2n1	8%	-0.4%	6%	1.7	21%	i	39%	0%	13%
CC12CCC(C/C1=N/NC(=O)Nc1ccccc1)C2(C)C (stereo unspecified)	?	-0.5%	?	-2.4	-1%	i	-38%	-1%	28%
Cc1c(OCC(=O)NC(Cc2c[nH]c3ccc(O)cc23)C(=O)O)ccc2c3c(c(=O)oc12)CCC3 (stereo unspecified)	-20%	-0.3%	3%	-1.0	-6%	i	-4%	-7%	-2%
O=C(COC(=O)CNC(=O)c1ccc(Cl)cc1Cl)NC(=O)NCc1ccccc1	-10%	-0.7%	10%	0.0	-5%	i	5%	1%	-3%
O=C(CNC(=O)c1ccccc1Br)Nc1cccc(S(=O)(=O)Nc2ccccc2Cl)c1	1%	-0.8%	-17%	-1.1	-4%	i	-4%	/	-4%
Cc1cc(C(=O)NNc2ccc(Cl)cc2)no1	14%	2.2%	-5%	-0.1	13%	i	-3%	-9%	-7%
Cc1ccc(S(=O)(=O)N2CCCCC2)cc1C(=O)Nc1cccnc1	12%	-2.1%	0%	-1.7	-16%	i	3%	-2%	-1%
Cc1ccc(OCCNS(=O)(=O)c2ccc(N3CCCC3=O)cc2)cc1	?	0.0%	?	-8.0	2%	i	3%	-1%	-4%
C#CCN(C[C@H]1[C@H](OC(=O)NCCCCCC)[C@H](OC(=O)NCCCCCC)C[C@H]2C(=O)N(c3ccccc3)C(=O)[C@@H]12)S(=O)(=O)c1ccc(C)cc1	-2%	2.2%	/	-0.4	-4%	i	4%	/	/

Next part, overlapping the part above by 6 compounds.
SMILES	TGFb SMAD3 inh	Nrf2 activator	Nrf2 block	CCT chaperon mod	Abeta yeast res	Akt phos inh	HepG2 tox	MmCpn inh	A549 viability
O=C(COC(=O)CNC(=O)c1ccc(Cl)cc1Cl)NC(=O)NCc1ccccc1	-10%	-0.7%	10%	0.0	-5%	i	5%	1%	-3%
O=C(CNC(=O)c1ccccc1Br)Nc1cccc(S(=O)(=O)Nc2ccccc2Cl)c1	1%	-0.8%	-17%	-1.1	-4%	i	-4%	/	-4%
Cc1cc(C(=O)NNc2ccc(Cl)cc2)no1	14%	2.2%	-5%	-0.1	13%	i	-3%	-9%	-7%
Cc1ccc(S(=O)(=O)N2CCCCC2)cc1C(=O)Nc1cccnc1	12%	-2.1%	0%	-1.7	-16%	i	3%	-2%	-1%
Cc1ccc(OCCNS(=O)(=O)c2ccc(N3CCCC3=O)cc2)cc1	?	0.0%	?	-8.0	2%	i	3%	-1%	-4%
C#CCN(C[C@H]1[C@H](OC(=O)NCCCCCC)[C@H](OC(=O)NCCCCCC)C[C@H]2C(=O)N(c3ccccc3)C(=O)[C@@H]12)S(=O)(=O)c1ccc(C)cc1	-2%	2.2%	/	-0.4	-4%	i	4%	/	/
CCOC(=O)N1CCN(C(=O)/C(=C/c2ccc(Br)cc2)NC(=O)c2ccc(OC)cc2)CC1	-10%	-0.4%	5%	-1.9	11%	i	2%	1%	-7%
COC(=O)c1sccc1NC(=O)CC1C(=O)NCCN1C(=O)c1ccccc1 (stereo unspecified)	19%	0.4%	-20%	1.2	5%	i	6%	-3%	-5%
CC1(C)CN(c2ccccc2)N(C(=O)c2ccc(C#N)cc2)C1=O	0%	6.4%	?	1.9	-33%[inhibitor]	i	-1%	-1%	15%
Cc1ccc(S(=O)(=O)N2CCN(C(=O)Cn3c(=O)oc4ccccc43)CC2)cc1	-19%	2.3%	1%	1.9	12%	i	2%	-2%	-1%
CC(C)[C@H](NC(=O)c1ccccc1)C(=O)OCC(=O)Nc1ccc2c(c1)OCCO2	-1%	0.7%	-1%	2.3	14%	i	1%	-1%	-2%
COc1cccc(CN(C)C(=O)CSC(C)C(=O)Nc2cc(C)on2)c1OC (stereo unspecified)	-1%	-0.3%	-9%	-0.6	-4%	i	-2%	3%	2%
COC(=O)c1ccccc1Nc1cc(C)nc2nc(C)nn12	-4%	2.3%	-7%	0.1	-9%	i	-3%	0%	1%
Cc1ccc(C2(COC(=O)C(C)C)CO2)c(OC(=O)C(C)C)c1 (stereo unspecified)	7%	-0.4%	9%	-2.0	-13%	i	-9%	0%	16%
COc1ccc(NS(=O)(=O)c2ccc(OC)c3ccccc23)cn1	6%	0.7%	-27%	-1.8	1%	i	-23%	-1%	8%
NNC(=O)c1ncoc1-c1ccc(Cl)cc1	5%	11%	12%	-0.6	1%	i	11%	4%	?
COc1ccc(OC)c(CNC(=O)c2ccc3c(c2)c(C)c(C)n3Cc2ccc(Cl)cc2)c1	?	0.3%	22%	/	-9%	/	-19%	/	3%
COc1cc(OC)c2c(c1)OC(c1ccc(OC)c(OC)c1)C(O)C2=O (stereo unspecified)	?	2.8%	-11%	-0.2	2%	i	-34%	-1%	4%
C=CCN(c1nc(C)c(Br)c(OC)n1)S(=O)(=O)c1ccc(C)cc1	-14%	-0.9%	-19%	-1.9	14%	i	-20%	0%	0%
O=C1CCCC/C1=N\Nc1ccc(OCc2ccccc2)cc1	2%	0.2%	-10%	0.0	-15%	i	0%	-1%	-9%
CCCCN(CC)CCCNC(=O)c1cn(CC)c2ccc(S(=O)(=O)N3CCc4ccccc4C3)cc2c1=O	?	0.8%&-1.2%	-1%&5%	-1.1	-23%&3%	i	-19%&-16%	1%	-7%&-6%
Cc1ccc(C)c(OCC(=O)Nc2ccc(N3CCOCC3)cc2)c1	-13%	-0.6%	-12%	-0.3	20%	i	-29%	-1%	-9%
O=C(c1cccs1)N1CCN(C(=O)N2CCOCC2)CC1	1%	0.0%	?	-1.7	5%	i	5%	-1%	2%
CC(NC(=O)Nc1ccc(F)cc1)C(c1cccs1)N1CCCC1 (stereo unspecified)	3%	-0.1%	3%	-2.0	6%	i	8%	0%	1%
Cc1ccc2oc(C(=O)NCC(c3ccco3)N3CCCC3)c(C)c2c1 (stereo unspecified)	-1%	16%	11%	2.8	-9%	i	-28%	-1%	-10%
COc1ccc(/C=C2\SC(=S)N(CCC(=O)N(CCO)Cc3ccccc3)C2=O)cc1OC	?	10%	?	1.3	3%	i	-32%	0%	?
COc1ccc(OCC(O)CN(C2CCCCC2)C2CCCCC2)cc1 (stereo unspecified)	-15%	0.4%	-5%	-1.2	2%	i	-35%	2%	?
O=C(CSc1nc(-c2ccco2)cc(C(F)(F)F)n1)NCCc1ccccc1	6%	18%	?	-0.7	?	i	-38%	-2%	-8%
CC(=O)Nc1ccc(S(=O)(=O)NCCc2csc3nc(-c4ccc(Cl)cc4)nn23)cc1	0%	5.6%	/	/	-17%	/	-22%	/	-13%
CCOC(=O)C1(Cc2cccc(OC)c2)CCCN(C(=O)CCSC)C1 (stereo unspecified)	15%	-0.2%	?	-0.2	3%	i	-1%	0%	5%
O=C(NNc1c2ccccc2nc2ccccc12)c1ccc(O)cc1O	?	9.4%	10%	-6.4	4%	i	-1%	-5%	-24%
COC(=O)[C@H](Cc1c[nH]c2ccccc12)NC(=O)NCc1ccc(OC)cc1	0%	-0.3%	0%	-0.6	6%	i	1%	1%	0%
